Compound activity as filed in PubChem.
KDM5B inh: blocks human KDM5B histone demethylase activity; Q9UGL1; KDM5B demethylase, FDH-coupled NADH fluorescence (FDH is formaldehyde dehydrogenase); Potency, µM (series often up to 57.7 µM), inactives show at the top dose activity change, negative = inhibition, hits mostly inhibitors; hit rate 2.6% among 220,000; AID 1347165; active means well fitted inhibition curve with a large enough effect; inconclusive means small, poorly fitted or top-dose-only effect; inactive means no such curve, though single readings can be large or run the other way; further: 0% is about no effect; nearly all actives have a fitted effect of over 70% in size
Target sequence (Q9UGL1 whole entry, looked up): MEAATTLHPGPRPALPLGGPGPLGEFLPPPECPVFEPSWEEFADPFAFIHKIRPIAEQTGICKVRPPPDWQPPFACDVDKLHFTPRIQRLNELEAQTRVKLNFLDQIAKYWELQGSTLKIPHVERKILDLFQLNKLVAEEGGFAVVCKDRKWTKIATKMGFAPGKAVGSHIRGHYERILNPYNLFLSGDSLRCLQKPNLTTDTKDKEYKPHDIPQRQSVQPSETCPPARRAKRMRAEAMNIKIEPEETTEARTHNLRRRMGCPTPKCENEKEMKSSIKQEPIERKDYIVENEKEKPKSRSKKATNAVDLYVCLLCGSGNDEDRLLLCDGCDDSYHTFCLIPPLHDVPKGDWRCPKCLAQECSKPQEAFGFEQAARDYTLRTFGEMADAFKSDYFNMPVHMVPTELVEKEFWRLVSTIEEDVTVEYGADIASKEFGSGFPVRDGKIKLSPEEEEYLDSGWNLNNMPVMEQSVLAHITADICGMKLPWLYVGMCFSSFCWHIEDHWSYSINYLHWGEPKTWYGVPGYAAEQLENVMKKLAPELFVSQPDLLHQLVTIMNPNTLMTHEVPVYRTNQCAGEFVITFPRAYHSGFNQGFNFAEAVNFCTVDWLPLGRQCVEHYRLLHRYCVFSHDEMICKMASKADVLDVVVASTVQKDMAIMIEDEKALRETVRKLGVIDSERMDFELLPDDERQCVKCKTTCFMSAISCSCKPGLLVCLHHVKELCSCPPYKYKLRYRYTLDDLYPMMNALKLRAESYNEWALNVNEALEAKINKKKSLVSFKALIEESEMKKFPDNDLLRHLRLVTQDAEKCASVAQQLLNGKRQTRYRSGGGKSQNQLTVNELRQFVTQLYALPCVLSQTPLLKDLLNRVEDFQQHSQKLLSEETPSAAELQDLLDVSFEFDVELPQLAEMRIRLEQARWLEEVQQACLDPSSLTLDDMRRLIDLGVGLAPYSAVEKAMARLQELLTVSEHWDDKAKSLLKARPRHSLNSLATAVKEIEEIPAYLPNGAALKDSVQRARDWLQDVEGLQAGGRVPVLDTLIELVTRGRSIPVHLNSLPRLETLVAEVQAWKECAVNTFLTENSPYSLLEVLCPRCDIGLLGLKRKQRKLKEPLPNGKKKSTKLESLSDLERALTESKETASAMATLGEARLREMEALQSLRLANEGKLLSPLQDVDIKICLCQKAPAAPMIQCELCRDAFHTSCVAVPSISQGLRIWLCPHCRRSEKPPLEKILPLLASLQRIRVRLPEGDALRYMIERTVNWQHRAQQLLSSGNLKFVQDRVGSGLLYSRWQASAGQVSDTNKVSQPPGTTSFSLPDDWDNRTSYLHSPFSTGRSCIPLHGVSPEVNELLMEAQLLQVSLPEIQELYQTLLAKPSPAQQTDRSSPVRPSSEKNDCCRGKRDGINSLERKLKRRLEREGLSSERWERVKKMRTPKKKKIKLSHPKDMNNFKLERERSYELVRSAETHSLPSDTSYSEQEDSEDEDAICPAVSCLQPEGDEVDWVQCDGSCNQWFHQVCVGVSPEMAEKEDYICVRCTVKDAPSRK
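Compound dilutions met 200 nM (final) KDM5BΔAP for 10 min at room temperature before substrate addition. The substrate mix held 12.5 µM H3K4me3 with cofactors 25 µM α-ketoglutarate and 50 µM Fe²⁺. NADH signal gain over 30 min defined activity.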
Active calls of the source: *; ? = inconclusive; [ ] = remark or other dose. Potency means the concentration at half of the fitted maximal effect.

canonical_smiles | KDM5B inh
CCOC(=O)c1c(C)oc2nc(C)nc(NCCc3ccc(C)cc3)c12 | -10.8%
CCOC(=O)c1nn(-c2ccc(Cl)cc2)c(C)cc1=O | 33.2%
CN(C)c1ccc(CC2C(=O)Nc3ccccc32)cc1 (stereo unspecified) | 20.3%
Cc1cccc2[nH]c(CNC(=O)C3CCC(=O)N(CC4CCCCC4)C3)nc12 (stereo unspecified) | -2.3%
Cc1cccc(OCCSc2nc3ccc(NC(=O)COc4ccccc4C)cc3s2)c1 | -41.2%
COc1ccc(CC(=O)N2CCC(c3n[nH]c(=O)n3Cc3ccc(F)cc3)CC2)cc1 | -10.7%
COc1cccc(NC(=O)CCC2CCN(C(=O)C(C)n3cncn3)CC2)c1 (stereo unspecified) | 4.2%
CCONC(=O)c1cc2cc(OC)cc(OC)c2[nH]1 | -2.7%
C/C(=N\NC(N)=S)C(=O)O | ?
CCSc1nc(C(C)(C)C)cc(C(F)(F)F)c1C#N | -10.0%
CCOC(=O)C1=C(C)N(C)C(=O)N(C)C1c1c(F)cccc1Cl (stereo unspecified) | -2.6%
COc1ccc(N2CCN(C(=O)CNC(=O)c3cccc(Br)c3)CC2)cc1 | 21.0%
CCN(CC)C(=O)Oc1nnc(SC(C)C)n1-c1ccc(Cl)cc1 | 21.9%
CCCCn1c2ccc(F)cc2c2nnc(SCCN3CCCCC3)nc21 | ?
COC(=O)c1cc(NC(=O)c2cnc(SC)nc2-c2ccccc2)cc(C(=O)OC)c1 | ?
C#CCNC(=O)c1cc(=O)[nH]c2ccc(S(=O)(=O)N(CC)CC)cc12 | -21.0%
CCc1[nH]c2ccc(CNC(=O)Cc3cnc4c(C)cccn34)cc2c1C | ?
COc1ccccc1C(=O)Nc1ccc2nc3n(c(=O)c2c1)CCCC3 | 100.7%[activator]
O=S(=O)(N[C@H]1CO[C@H]2[C@@H]1OC[C@@H]2Nc1nccc(-c2ccc3c(c2)OCO3)n1)c1ccc2ccccc2c1 | 28.2µM*
NC(N)=N/N=C/c1ccccc1 | 5.7%
Cc1ccc(NC(=O)CSc2nc3c(oc4ccccc43)c(=O)n2Cc2ccco2)cc1F | -11.3%
Cc1ccccc1C(=O)Nc1sc2c(c1C(=O)N1CCC(C)CC1)CCCC2 | -10.3%
Cc1cc(N2C(=O)C(O)=C(C(=O)c3cc4ccccc4o3)C2c2ccc(F)cc2)no1 (stereo unspecified) | -29.4%
C#CCOc1ccccc1C(N)=O | 13.4%
COc1ccc2c(c1)c(C(C(=O)O)N1CCN(CCC#N)CC1)cn2CCC(=O)O (stereo unspecified) | -14.9%
Cc1noc([C@H]2CCN(C(=O)NCc3ccc(F)cc3)C[C@H]2NC(=O)C2CCOCC2)n1 | -7.8%
Cc1ccc(-c2csc(NC(=O)c3cccc(C)c3)c2C(=O)O)cc1 | -13.5%
c1ccc(Oc2ccc(Nc3ncc(-c4cncnc4)c4c3OCC4)cc2)cc1 | ?
C(=Nc1ccccc1)c1ccccc1OCc1ccccc1 | -16.4%
CCC12CN3CC(C)(CN(C1)C3c1c(C)[nH]c3ccccc13)C2=O (stereo unspecified) | 3.5%
CC(=O)Nc1ccc(NC(=O)c2ccc(-c3ccc([N+](=O)[O-])cc3)o2)cc1 | -23.5%
O=C(O)c1cccc(-n2cnc3cccnc32)c1 | ?
Cc1cc(C)cc(OCC(=O)N2CCC(c3nc4ccccc4o3)CC2)c1 | -9.7%
COCCN1C(=O)c2cccn2CC1CNC(=O)c1ccccc1F (stereo unspecified) | -17.1%
CCC1(N2CCN(C(=O)Nc3cc(C)ccc3OC)CC2)CCN(C(=O)C(C)C)C1 (stereo unspecified) | ?
COc1ccc(-c2csc(Nc3ccccc3)n2)cc1 | -0.8%
CN1CCN(NC(=S)NCCc2ccccc2)CC1 | -11.8%
CC(C)(C)OC(=O)N1CCC(c2c(C(=O)NC3CCCCC3)cnn2-c2cccc(F)c2)CC1 | -11.4%
Cc1c(Cl)cccc1NC(=O)c1cc(=O)[nH]c2ccc(S(=O)(=O)N3CCOCC3)cc12 | 9.2%
Cc1ccc(OCC(=O)Nc2ccc3oc(=O)ccc3c2)cc1C | -15.1%

KDM5B inh: hit marks shown above
canonical_smiles | KDM5B inh
O=S(=O)(N[C@H]1CO[C@H]2[C@@H]1OC[C@@H]2Nc1nccc(-c2ccc3c(c2)OCO3)n1)c1ccc2ccccc2c1 | 28.2µM*

Continued.
canonical_smiles | KDM5B inh
CCOc1ccc(CN(C(=O)c2cc(=O)c3cc(Cl)ccc3o2)C2CCS(=O)(=O)C2)cc1 (stereo unspecified) | ?
Cc1ccc(NC(=O)CCNC(=O)c2ccc(Cl)cc2)nc1 | -10.5%
CCCS(=O)(=O)N1CCC(c2noc(-c3cnccn3)n2)C1 (stereo unspecified) | -2.8%
CCCCOc1ccc(C(=O)N2CCC(c3n[nH]c(=O)n3-c3ccccc3)CC2)cc1 | -15.7%
CC(C)n1cc(-c2cc(C(=O)N3CCC(C)(C)C3)c3ccc(F)cc3n2)cn1 | 31.6µM*
Cc1ccsc1C(=O)NCCc1noc(-c2cccnc2)n1 | -9.8%
OC1CCOC2(CCN(Cc3ccc(OC(F)(F)F)cc3)CC2)C1 (stereo unspecified) | 7.2%
C=CCC(CC=C)(CNC(=O)C(=O)Nc1ccc(C)cc1)c1ccccc1 | 2.7%
CCN1c2cc(C(=O)Nc3ccc(SC)cc3)ccc2C(=O)N2CCCCC21 (stereo unspecified) | ?
O/N=C/c1ccc(-n2ccnc2)cc1 | -13.1%

Given as labelled records: entries from further up.
smiles: Cc1ccsc1C(=O)NCCc1noc(-c2cccnc2)n1
  KDM5B inh: -9.8%
smiles: OC1CCOC2(CCN(Cc3ccc(OC(F)(F)F)cc3)CC2)C1 (stereo unspecified)
  KDM5B inh: 7.2%
smiles: C=CCC(CC=C)(CNC(=O)C(=O)Nc1ccc(C)cc1)c1ccccc1
  KDM5B inh: 2.7%
smiles: CCN1c2cc(C(=O)Nc3ccc(SC)cc3)ccc2C(=O)N2CCCCC21 (stereo unspecified)
  KDM5B inh: ?

(more compounds)
canonical_smiles | KDM5B inh
O=C(c1cccc(F)c1)N1CCN2C(=O)N(Cc3ccccc3)C(=O)[C@H]2C1 | 19.1%[86.2 µM]
CCC(=O)N(C1CCOCC1)C1CCN(C(=O)c2ccncc2)CC1 | -0.2%
CCn1c(=O)n(CCC(=O)NC2(c3noc(C)n3)CCCCC2)c2ccccc21 | 6.7%
CN(CCOC(=O)c1cccs1)Cc1ccccc1 | 8.2%
COc1cccc(NC(=O)CCN2C(=O)c3ccccc3Sc3ncccc32)c1 | -2.0%
Cc1ccc2oc(-c3cccc(NC(=O)c4cccs4)c3C)nc2c1 | -21.2%
O=C(c1ccccc1)N1Cc2ccccc2CC2(CCCCN2CC2CCNC2)C1 (stereo unspecified) | -9.5%[115 µM]
CCNCc1ccc(-c2ccccc2Cl)o1 | -4.3%
CCc1nc(N2CCN(C(=O)CN3CCN(C)CC3)CC2)c(C#N)c2c1COC(C)(C)C2 | ?
COc1ccc(OC)c(C(=O)/C=C/c2cccnc2)c1 | -8.8%
CC(C)=C1SC(N2CCN(c3ccc(C)c(Cl)c3)CC2)=NC1=O | 28.4%
CCOc1ccc(Br)cc1C1N2CC3(CC)CN1CC(CC)(C2)C3=O (stereo unspecified) | 6.8%
COCc1cccc(C(=O)NCCC(C)C)c1 | 19.6%
O=C(NCC1CCNCC1)c1ccc(C2CCNC2)cc1 (stereo unspecified) | -34.5%
COc1ccc(NC(=O)C2CCN(S(=O)(=O)c3cccc(-c4noc(C)n4)c3)CC2)cc1OC | -13.9%
O=C(NCc1cccc(Cl)c1)c1ccncc1 | 8.3%
CCCC(=O)Nc1ccccc1C(=O)OC/C(=N/O)c1ccc(OC)cc1 | ?
O=C(c1cc(Cl)ccc1F)N1CCCN(c2cc(-c3ccccc3)[nH]n2)CC1 | ?
Cc1ccc(C)c(OCc2n[nH]c(=S)o2)c1 | -13.9%
Cc1noc(C)c1[S+](=O)([O-])N1CCC(N2CCC[S+]2(=O)[O-])CC1 | 27.5%[115 µM]

A draw from above in order of length of the SMILES, high to low.
canonical_smiles | KDM5B inh
COc1ccc(NC(=O)C2CCN(S(=O)(=O)c3cccc(-c4noc(C)n4)c3)CC2)cc1OC | -13.9%
Cc1noc(C)c1[S+](=O)([O-])N1CCC(N2CCC[S+]2(=O)[O-])CC1 | 27.5%[115 µM]
CCOc1ccc(Br)cc1C1N2CC3(CC)CN1CC(CC)(C2)C3=O (stereo unspecified) | 6.8%
Cc1ccc(C)c(OCc2n[nH]c(=S)o2)c1 | -13.9%

(list continues)
canonical_smiles | KDM5B inh
Cc1cc(F)ccc1S(=O)(=O)N(Cc1cnn(C)c1)C(C)C | 24.6%
CCCc1c(C(=O)Nc2cc(C(C)(C)C)on2)cnn1-c1ccccc1 | 9.7%
Cc1ccc(CNC(=O)C2COc3ccccc3C2)cc1 (stereo unspecified) | 15.3%
CC(C)c1ccc(NC(=S)NNC(=O)C(N)=O)cc1 | ?
Cn1nc(C(=O)Nc2cccc(C(=O)NC3CC3)c2)c2ccccc2c1=O | 16.2%
O=C(Cn1c(=O)n(Cc2ccco2)c(=O)c2ccccc21)Nc1cccc(F)c1 | -27.4%
Cc1noc(C)c1CO[C@@H]1CCOC[C@H]1NC(=O)c1ccc2c(c1)CCCO2 | 20.6%
COc1ccccc1-c1nc(C(=O)NCc2cccnc2)n2ccncc12 | 79.4µM*
Cc1ccc(NC(=O)CN2C(=O)C(c3ccc(F)cc3)=NC2(C)C)c(C)c1 | 6.0%
Cc1cccc(C(=O)N2c3ncnn3C3(CCCCC3)[C@@H]3CCCC[C@@H]32)c1 | -18.9%

(more compounds)
smiles | KDM5B inh
O=C(NC(C1CC1)C1CC1)c1cc2ccccc2oc1=O | ?
N#C/C(=C/c1ccc(N(c2ccccc2)c2ccccc2)cc1)C(=O)Nc1cccc(C(F)(F)F)c1 | -7.5%
NC1CCCCN(C(=O)c2csc(Cc3ccccc3)n2)C1 (stereo unspecified) | -10.6%
Cc1nc([C@H]2CCN(Cc3cccc(C#N)c3)C[C@H]2NC(=O)C2CC2)n[nH]1 | 5.5%
Cc1ccc(CN2CCc3nc(N4CCN(C)CC4)ncc3C2)cc1 | 4.4%
CCOC(=O)COc1ccc2cc(-c3ccc(OC)c(OC)c3)c(=O)oc2c1 | ?
Cc1ccccc1NC(=O)Cn1c(C)cc2nc3n(c(=O)c21)CCCCC3 | 8.0%
O=Cc1ccc(Sc2ccccc2)cc1 | ?
CC(=O)N1CCC2(CC1)Oc1ccc(Br)cc1C1CC(c3ccccn3)=NN12 (stereo unspecified) | -27.1%
Cc1ccc(C)c(N2CCN(c3nc4ccccc4c4nc(-c5cccnc5)nn34)CC2)c1 | 1.0%
O=C(CN1CCN(c2ccccc2F)CC1)Nc1ncc2c(n1)CCCC2=O | 22.2%
O=C(Nc1nnc(Cc2ccc(Cl)cc2)s1)c1ccncc1 | 11.5%
Cc1cc(C(C)(C)C)cc(C)c1S(=O)(=O)N1CCN(C(C)c2nc3ccccc3c(=O)[nH]2)CC1 (stereo unspecified) | 7.5%
COc1ccc(NC(=O)CCc2cc3cc(C)ccc3[nH]c2=O)c(OC)c1 | -23.4%
CCOC(=O)CCNC(=O)N1CCCOCCNC(=O)[C@@H]2CCC[C@@H]21 | -11.2%
FC(F)(F)c1ccc2c(c1)nc1n2[C@@H](CNCc2ccccc2)COC1 | 4.2%[86.2 µM]
CCN(CC)CCNC(=O)C1CCCN(c2nnc(C)c3c(C)n(-c4ccc(Cl)cc4)nc23)C1 (stereo unspecified) | ?
CC(NC(=O)CSc1nc(CN2CCOCC2)nc2ccccc12)c1ccccc1 (stereo unspecified) | -19.6%
COc1ccc(CCNS(=O)(=O)c2ccc(N3CCCCS3(=O)=O)cc2)cc1 | -3.1%
Cc1cccc(C)c1NC(=O)C1CCN(S(=O)(=O)c2cccc3nsnc23)CC1 | ?
CC1(COCC2CC2)COc2ccc(C(=O)NCc3cccc(F)c3)cc2N1 (stereo unspecified) | 39.8µM*
CCCOC(=O)c1ccc(NC(=O)COC(=O)C2CCN(c3ccc(C(F)(F)F)cn3)CC2)cc1 | ?
COc1cc(Cl)c(C)cc1NC(=O)CN1C(=O)NC2(CCOCC2)C1=O | 12.5%
CC(=O)NCCc1ncc(C)n1C1CCC1 | -11.1%
CN(C1CCCCC1)S(=O)(=O)c1ccc2c(c1)c(=O)c(C(=O)NCCc1ccccc1)cn2C | ?
N[C@@H]1CC[C@H](C(=O)N2CCN(c3ccncc3)CC2)C1 | 32.8%[activator]
CNC(=O)N1CCc2c(sc3ncnc(N(C)C)c23)C1 | ?
COc1cc(OC)c(N(C)C(=O)c2cn(C3CCCC3)c(=O)c3c2c2ccccc2n3C)cc1Cl | 8.9%
CCSC1=N/C(=C\c2c(C)cc(C)cc2C)C(=O)S1 | -13.4%
O=C(NCCCc1ccccc1)C1CCN(C(=O)N2CCOc3ccc(Cl)cc32)CC1 | -6.4%
O=C(NCc1ccccn1)C1c2ccccc2C(=O)N(Cc2ccccc2)C12CCCCC2 (stereo unspecified) | 14.0%
CCN(CC)c1cc(CCC(=O)NCc2ccc(N3CCOCC3)cc2)ccn1 | ?
N#C/C(=C/c1ccc(C(F)(F)F)cc1)C(=O)Nc1ccccc1Oc1ccccc1 | 13.5%
COC(=O)Cn1c(=O)c2c(nc(-n3nc(C)cc3C)n2Cc2ccc(C)cc2)n(C)c1=O | 3.4%
O=c1c2sccc2n(Cc2cc(=O)n3ccccc3n2)c(=O)n1-c1cc(F)ccc1F | ?
CCCCNc1nc2c(s1)C[C@]1(C)CC[C@@H]3[C@H](OC(=O)[C@H]3C)[C@H]1[C@@H]2C | ?
CCCN(CCO)C(=O)CC1C(=O)NCCN1C1Cc2ccccc2C1 (stereo unspecified) | ?
Cc1ccc(C(=O)Nc2ccc(S(=O)(=O)N3CCOCC3)cc2)cc1Br | ?
Cc1ccc(CN2C(=O)N(c3ccc(C)c(Cl)c3)S(=O)(=O)c3ccccc32)cc1 | -6.4%
COCCN1CCCN(C(=O)c2ccoc2)c2ccccc21 | -22.4%
Cc1cc(C)c(NC(=O)Cn2cccc2-c2nc(-c3ccccc3)no2)c(C)c1 | -14.9%

The list is partial; rates above refer to the full screens.
